TIM10 inh = inhibits growth of TIM10 yeast strain. S. cerevisiae TIM10 strain growth, BacTiter-Glo luminescence, 24 h. inhibition, % at 10 µM. 330,000 tested, 1.4% active. AID 463195;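 active = inhibition of 40% or more at the single tested concentration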;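 also: wild-type TIM10 isogenic control strain grown at permissive 25 °C; 0% = DMSO yeast wells and 100% = minimal medium wells without yeast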
APJ antag = blocks the human apelin receptor APJ; P35414; CHO-K1 APJ beta-arrestin complementation, luminescence; inhibition, % at 20 µM; 330,000 tested, 0.32% active; AID 2521;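 active = inhibition above about 40% at 20 µM, limit read from the data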;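 also: cells challenged with 10 nM apelin-13 agonist together with compound; plate controls were apelin-13 plus DMSO wells for no effect and DMSO wells lacking apelin-13 for full effect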
Target sequence (P35414 whole entry, looked up): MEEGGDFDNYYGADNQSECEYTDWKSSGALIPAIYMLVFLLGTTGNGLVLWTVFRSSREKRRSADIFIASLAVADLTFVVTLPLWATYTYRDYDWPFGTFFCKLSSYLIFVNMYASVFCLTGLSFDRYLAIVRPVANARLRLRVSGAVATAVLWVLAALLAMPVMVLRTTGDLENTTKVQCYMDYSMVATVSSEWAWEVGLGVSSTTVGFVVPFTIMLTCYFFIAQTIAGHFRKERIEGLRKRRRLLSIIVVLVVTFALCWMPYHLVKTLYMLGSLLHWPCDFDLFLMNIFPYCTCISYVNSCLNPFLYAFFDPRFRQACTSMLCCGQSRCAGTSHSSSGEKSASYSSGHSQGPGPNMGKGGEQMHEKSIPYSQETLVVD
APJ agonist = agonists of human APJ apelin receptor | 330,000 tested, 0.11% active | P35414 | activation, % at 20 µM | AID 2520 | CHO-K1 APJ PathHunter beta-arrestin, luminescence; 0% DMSO wells, 100% apelin;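 active = activation more than six SD over the plate average, tested at 20 µM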;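 also: 0% = DMSO alone and 100% = apelin-13 at 10 nM; some results filed as inactive read as strong as hits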
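assay system = CHO-K1 APJ beta-arrestin complementation cell line | input = cell density 1000 per well | dosing = compound 20 µM once, DMSO 1% | timing = compound 90 min 25 °C, reagent 1 h | measured by = luminescence from split beta-galactosidase complementation, Galacton Star/Emerald II substrate | read-out basis = APJ agonist activity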
MPTP inh = permeability transition pore inhibition. inhibition, % at 10 µM. 360,000 tested, 1.4% active. isolated mouse mitochondria, Ca2+ swelling absorbance, 30 min;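 active = inhibition of 50% or more, scaled per plate between neutral and stimulator controls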;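 also: 0% = DMSO wells given calcium and 100% = 1 mM EGTA wells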
GRIN3A LBD mod = NR3A (human) ligand-binding domain modulation. NR3A LBD differential scanning fluorimetry, Tm shift; 0% = protein alone, 100% = glycine-bound protein. Tm shift relative to glycine control, % at 25 µM. 340,000 tested, 2.5% active. AID 1259313;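 active = melting temperature shift of at least 10% of the positive control shift, at one fixed dose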
tim10-1 inh = growth inhibitors of tim10-1 mutant yeast. S. cerevisiae tim10-1 ts strain growth, BacTiter-Glo, 24 h. 330,000 tested, 2.2% active. AID 463190. inhibition, % at 20 µM;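 active = inhibition of at least 40%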;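 also: mutant grown at 25 °C; 0% = DMSO wells with yeast and 100% = wells holding no yeast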
beta cell repl = inducers of beta-cell replication in MIN6 cells. 330,000 tested, 0.29% active. proliferation, % at 10 µM. MIN6 cells proliferation, ATPlite luminescence, 48 h; cells starved in 0.2% serum; 100% = growth in 10% serum. AID 2380;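 active = compounds whose signal lies at least 3.5 SD above the mean of all wells on their plate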;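 also: 0% = DMSO-treated cells in low-serum medium and 100% = 10% serum control; some compounds called inactive have numbers as strong as hits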
NLRP3 yeast inh = inhibitors of NALP3 inflammasome in yeast | Yeast reconstituted NLRP3/ASC/caspase-1, beta-gal luminescence, 24 h | inhibition, % at 10 µM | 330,000 tested, 0.39% active;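 active = inhibition of 50% or more; inactive = inhibition below 50%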;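 also: plate controls were induced DMSO wells for no effect and uninduced yeast grown without galactose for full effect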
tim23-1 inh = tim23-1 yeast growth inhibition. S. cerevisiae tim23-1 growth, BacTiter-Glo luminescence, 24 h. inhibition, % at 20 µM. 330,000 tested, 1.3% active;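 active = growth inhibition of the mutant yeast at or above 50%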;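 also: temperature-sensitive mutant grown at 25 °C; plate controls were DMSO-treated mutant yeast for no effect and medium wells lacking yeast for full effect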
* marks the source's active call; other numbers are inactive results; / = not tested or not shown.

Preview, six compounds:
SMILES	TIM10 inh	APJ antag	APJ agonist	MPTP inh	GRIN3A LBD mod	tim10-1 inh	beta cell repl	NLRP3 yeast inh	tim23-1 inh
CCCCN(C(=O)CSc1nnc(Nc2ccccc2)s1)c1c(N)n(CCC)c(=O)[nH]c1=O	-3	1	0	-0.5	-2	21	1	8	7
COc1ccc(Cc2nnc(NC(=O)c3c(-c4ccccc4)noc3C)s2)cc1OC	7	2	-3	0.6	/	12	10	-4	9
COc1ccc(C(=O)n2cnnc2N)cc1	2	9	-1	-0.1	1	3	1	19	10
COc1ccc(C(Nc2cccc([N+](=O)[O-])c2)P(=O)(OC(C)C)OC(C)C)cc1 (stereo not drawn)	29	1	-2	0.7	0	11	1	6	30
CCc1ccccc1NC(=S)N(CCN1CCOCC1)C1CCN(C(C)=O)CC1	4	7	-4	1.9	0	-2	4	11	12
CC(Cc1ccccc1)NC(=O)CCCN1C(=O)c2ccccc2C1=O (stereo not drawn)	14	5	-1	-0.3	-1	5	-2	16	9

The listing, from the first entry:
SMILES	TIM10 inh	APJ antag	APJ agonist	MPTP inh	GRIN3A LBD mod	tim10-1 inh	beta cell repl	NLRP3 yeast inh	tim23-1 inh
CCCCN(C(=O)CSc1nnc(Nc2ccccc2)s1)c1c(N)n(CCC)c(=O)[nH]c1=O	-3	1	0	-0.5	-2	21	1	8	7
COc1ccc(Cc2nnc(NC(=O)c3c(-c4ccccc4)noc3C)s2)cc1OC	7	2	-3	0.6	/	12	10	-4	9
COc1ccc(C(=O)n2cnnc2N)cc1	2	9	-1	-0.1	1	3	1	19	10
COc1ccc(C(Nc2cccc([N+](=O)[O-])c2)P(=O)(OC(C)C)OC(C)C)cc1 (stereo not drawn)	29	1	-2	0.7	0	11	1	6	30
CCc1ccccc1NC(=S)N(CCN1CCOCC1)C1CCN(C(C)=O)CC1	4	7	-4	1.9	0	-2	4	11	12
CC(Cc1ccccc1)NC(=O)CCCN1C(=O)c2ccccc2C1=O (stereo not drawn)	14	5	-1	-0.3	-1	5	-2	16	9
CC(=O)Nc1cccc(NC(=O)c2ccccc2OCc2c(C)noc2C)c1	10	10	-7	0.1	-2	9	2	8	11
CSC(=NNC(=O)c1ccccc1O)SC	-8	2	-1	0.7	2	-19	0	-12	3
Cc1c(Cc2ccccc2)c(=O)oc2c(C)c(OCC(=O)NCC3CCC(C(=O)O)CC3)ccc12 (stereo not drawn)	7	-71	-2	-2.4	-6	-1	1	17	4
COC(=O)C(NC(=O)CCC(=O)NC(C(=O)OC)c1ccccc1)c1ccccc1 (stereo not drawn)	6	4	6	0.1	-2	-30	-4	3	-4
C=CCNC(=O)c1onc(CSc2ccc(Cl)cc2)c1C(=O)O	-9	7	10	0.0	0	1	1	8	-1
CC(C)Cn1cc(C(=O)NC2CCN(Cc3ccccc3)CC2)c2c3ccccc3n(C)c2c1=O	-4	9	-1	/	/	-5	-4	-16	13
Cc1cccc(C(=O)NCC(=O)NC(C)c2ccc(-n3ccnc3)cc2)c1 (stereo not drawn)	1	18	-2	-1.0	0	1	-1	2	-11
COc1ccc(NC(=O)CSc2nnc(Cc3cccn3C)n2-c2ccc(OC)cc2)cc1	7	9	-4	-0.4	2	26	2	-13	20
CCOc1ccc(-n2c(O)c(/C=N/NC(=O)C3COc4ccccc4O3)c3ccccc3c2=O)cc1 (stereo not drawn)	6	-2	-4	4.1	-1	7	-4	10	-10
COc1cccc(C(=O)Nc2cccc(NC(=O)c3ccccc3Cl)c2)c1	-5	15	2	0.3	-3	19	0	11	20
S=C(NCCN1CCOCC1)Nc1ccc(Cl)cc1Cl	8	-7	1	-0.3	12*	0	0	23	14
CCOC(=O)NC(NC(=S)Nc1ccccc1OC)C(Cl)(Cl)Cl (stereo not drawn)	-14	-13	1	1.3	-4	3	-1	-5	-9
COc1ccc(CCC(=O)NCCc2ccc(Cl)cc2)cc1	-10	8	-6	0.1	-1	-16	0	28	13
OCCn1c(SCCOc2ccccc2F)nc2ccccc21	-12	-1	0	0.2	-1	33	-1	9	-3
COc1cccc(-c2nnc3n2N=C(c2cc(OC)ccc2OC)CS3)c1	8	38	-3	8.7	2	14	8.0*	-1	15
CCCn1c(N)c(C(=O)CSc2nnc(C3CC3)n2Cc2ccccc2)c(=O)n(C)c1=O	8	-8	0	-1.0	0	-3	-4	9	0
O=C(COc1ccccc1[N+](=O)[O-])Nc1cc(Cl)ccc1C(=O)O	-9	11	-3	-0.3	-8	5	0	7	5
CCCCOc1ccc(C(=O)NCC(=O)NCCCn2nc(C)cc2C)cc1	9	11	-7	0.0	0	17	-1	8	-1
O=S(=O)(Nc1ncccn1)c1ccc(F)cc1	3	6	-2	0.5	0	0	2	16	1
CC1CCN(S(=O)(=O)c2ccc(Cl)cc2)CC1	42*	-5	-2	-1.9	0	40*	-3	16	55*
CCN(CC)S(=O)(=O)c1ccc(C(=O)Oc2cc(C)[nH]c(=O)c2[N+](=O)[O-])cc1	8	15	-1	0.1	-1	2	-2	5	5
COc1ccc([C@H]2Cc3cc(O)cc(O)c3C(=O)O2)cc1O	-5	-2	-2	0.4	-5	-3	-2	6	-9
CC(=O)N1CCC(O)(c2ccc3c(c2)OCO3)CC1	-5	11	-2	1.6	-1	6	-2	9	6
CCN(CC)CC(=O)N1CCCC(N2CCN(c3cccc(C(F)(F)F)c3)CC2)C1 (stereo not drawn)	-6	5	-4	0.7	-5	2	-4	15	-2
CCOC(=O)c1cccnc1NC(=O)c1ccncc1	4	1	1	1.4	-6	6	1	-14	6
COc1ccc(CC(=O)NC(C)c2ccc(S(N)(=O)=O)cc2)cc1S(=O)(=O)N1CCOCC1 (stereo not drawn)	3	7	5	-0.9	10	2	-2	-2	8
Cn1c(-[n+]2c(-c3ccccc3)cc(-c3ccccc3)cc2-c2ccccc2)nc2c([N+](=O)[O-])cccc21	20	14	-3	2.0	-4	22	-6	-8	27
O=C(Nc1cccc(S(=O)(=O)N2CCCC2)c1)c1cccc(OC(F)F)c1	18	4	1	0.7	-4	27	1	3	24
CNS(=O)(=O)c1cc(C(=O)NCc2ccco2)ccc1Cl	-3	7	4	-0.8	0	-13	-2	5	10
CCc1ccc(S(=O)(=O)N2c3ccc(C)cc3C3CN(C)CCC32)cc1 (stereo not drawn)	18	-5	-3	1.0	0	9	-3	13	19

Random excerpt: 3 compounds from above, in no set order.
SMILES	TIM10 inh	APJ antag	APJ agonist	MPTP inh	GRIN3A LBD mod	tim10-1 inh	beta cell repl	NLRP3 yeast inh	tim23-1 inh
COc1ccc([C@H]2Cc3cc(O)cc(O)c3C(=O)O2)cc1O	-5	-2	-2	0.4	-5	-3	-2	6	-9
CCN(CC)CC(=O)N1CCCC(N2CCN(c3cccc(C(F)(F)F)c3)CC2)C1 (stereo not drawn)	-6	5	-4	0.7	-5	2	-4	15	-2
COc1ccc(CC(=O)NC(C)c2ccc(S(N)(=O)=O)cc2)cc1S(=O)(=O)N1CCOCC1 (stereo not drawn)	3	7	5	-0.9	10	2	-2	-2	8

Following part
SMILES	TIM10 inh	APJ antag	APJ agonist	MPTP inh	GRIN3A LBD mod	tim10-1 inh	beta cell repl	NLRP3 yeast inh	tim23-1 inh
CCc1ccccc1-n1c(SCC(=O)Nc2ccc3c(c2)OCCO3)nc2[nH]ncc2c1=O	12	24	-5	-0.2	-2	10	3	-4	26
COCCNC(=O)C1CCN(S(=O)(=O)N2CCC3(CC2)OCCO3)CC1	-9	14	-1	0.3	-2	-18	-1	2	11
CCCC(=O)N(c1ccc(OCC)cc1)C1C=CS(=O)(=O)C1 (stereo not drawn)	-14	-11	-4	0.4	-2	-10	-1	11	-5
O=C(Cn1cnc2cc([N+](=O)[O-])ccc2c1=O)NCCc1ccc(Cl)cc1	-25	-50	11	-0.3	-4	-1	-1	10	2
CCN(CC(=O)NCc1ccc(F)cc1)Cc1nc2ccccc2c(=O)[nH]1	-17	10	-5	1.1	1	13	3	16	5
O=C(COc1ccccc1)NC(=S)Nc1cccc(NC(=O)c2ccccc2Cl)c1	-28	18	-1	0.0	5	-6	0	10	-10
O=C1CNC(=O)/C1=C\c1ccc(O)cc1	6	24	-5	0.1	-1	15	1	14	5
COc1ccc(CNC(=O)CCSCc2ccccc2Cl)c(OC)c1	6	2	-1	1.4	2	16	-1	15	19
CCOCCn1c(CN2CCN(c3ccc(F)cc3)CC2)nc2c1c(=O)n(C)c(=O)n2C	-1	-3	-3	-0.2	1	11	-4	-10	-2
O=C(c1ccccc1)N(Cc1ccc(F)cc1)C1CCS(=O)(=O)C1 (stereo not drawn)	-10	-26	-4	-3.5	1	15	4	-3	18
CCCc1cc(=O)n2[nH]c(-c3ccc(C)cc3)cc2n1	-1	-2	-1	-3.3	-5	4	-2	4	5
Cc1cc(C)c(NC(=O)CSc2ccc(-c3cccnc3)nn2)c(C)c1	-2	4	2	-0.3	0	14	-2	19	13
CCC(=O)c1cc(F)ccc1OCC(=O)Nc1ccc2c(c1)OCCO2	3	1	0	-1.2	2	2	4	27	21
O=C(CSc1ncc(-c2ccccc2)[nH]1)Nc1ccccc1	6	6	1	3.6	-6	-14	-2	10	2
COc1ccc(S(=O)(=O)Nc2ccc3c(c2)N(C(C)=O)CCC3)cc1OC	12	-3	-1	-0.5	-1	14	-2	0	0
O=C(NCc1ccccc1)c1cccnc1Sc1ccccc1	8	14	-2	-1.1	-1	39	-1	1	36
C=C(C)Cn1c(CN(C)Cc2ccccc2)nc2c1c(=O)n(C)c(=O)n2C	1	24	-2	1.9	2	-10	-1	27	7
CCOC(=O)c1ccc2nc(CCC(=O)N[C@H](C(=O)OC)C(C)C)c(=O)n(CC)c2c1	13	7	7	0.3	-1	9	-1	5	4
CC(=O)Nc1ccc(C(=O)OCC(=O)NCc2ccccc2)cc1	-12	-10	1	0.0	-2	25	4	10	20
Cc1ccc(C(=O)NCC(=O)OCC(=O)N(CC(C)C)c2c(N)n(Cc3ccccc3)c(=O)[nH]c2=O)cc1	2	13	2	0.3	-2	-2	0	8	-2
CCCN1C2CCCC1CC(NC(=O)c1ccccc1F)C2 (stereo not drawn)	2	-9	-3	0.4	0	8	-1	5	4
CCOc1ccc(CN2CCC(Cc3ccccc3)CC2)cc1	-51	24	-4	0.9	0	-76	-2	30	-5
Cc1ccccc1CNC(=O)Cc1ccccc1[N+](=O)[O-]	-2	0	3	-2.0	-2	10	0	12	16
CCOc1ccc(NC(=O)N[C@@H](CCSC)C(=O)OC)cc1	-10	12	-5	-0.3	0	8	0	4	-3
O=C1C2CCc3ccccc3C2N1c1ccccc1 (stereo not drawn)	10	7	-2	-0.1	-4	18	-2	-22	17
Cn1cccc1/C=N/NC(=O)c1cccnc1	0	14	-3	0.0	2	-7	-1	-5	-9

High-throughput results deposited in PubChem BioAssay by Sanford-Burnham Center for Chemical Genomics.
